# TbREL1 primary: TbREL1 inhibition, primary screen; TbREL1 RNA ligation, FRET fluorescence; inhibition, % at 9.66 µM; P86926; actives 0.49% (n = 89,000);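 active means inhibition above the mean inhibition across all screened compounds plus 3 SD, cut at about 11% in these data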;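 further: 0% = plate median of test wells and 100% = NSC42067 control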
# Target sequence (P86926 whole entry, looked up): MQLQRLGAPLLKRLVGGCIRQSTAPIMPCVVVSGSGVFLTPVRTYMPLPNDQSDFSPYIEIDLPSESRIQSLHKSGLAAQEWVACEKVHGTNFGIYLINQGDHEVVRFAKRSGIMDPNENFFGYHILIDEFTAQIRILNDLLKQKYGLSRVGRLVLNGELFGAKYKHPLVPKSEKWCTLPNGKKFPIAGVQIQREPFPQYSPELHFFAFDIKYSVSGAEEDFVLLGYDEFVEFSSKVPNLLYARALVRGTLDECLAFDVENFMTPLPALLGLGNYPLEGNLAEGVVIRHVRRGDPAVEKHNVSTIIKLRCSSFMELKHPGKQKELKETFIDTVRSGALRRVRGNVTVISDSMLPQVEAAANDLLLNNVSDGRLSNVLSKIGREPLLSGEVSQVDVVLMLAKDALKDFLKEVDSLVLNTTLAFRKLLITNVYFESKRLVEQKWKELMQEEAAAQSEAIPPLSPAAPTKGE
# Starred values were filed as active, the others as inactive.
# Sample of the layout:
smiles | TbREL1 primary
CCOC(=O)c1ccoc1CSCC(=O)N1CCN(S(=O)(=O)c2ccc(C)cc2)CC1 | 1
CCn1nc(Cc2cccc3ccccc23)c(C#N)c1N | -1
O=C(Cn1cnc2cc([N+](=O)[O-])ccc2c1=O)Nc1ccc(Br)cc1 | 9

# All compounds of this part (from the top)
smiles | TbREL1 primary
CCOC(=O)c1ccoc1CSCC(=O)N1CCN(S(=O)(=O)c2ccc(C)cc2)CC1 | 1
CCn1nc(Cc2cccc3ccccc23)c(C#N)c1N | -1
O=C(Cn1cnc2cc([N+](=O)[O-])ccc2c1=O)Nc1ccc(Br)cc1 | 9
Cc1ccc(NC(=O)C2CCN(C(=O)NC3CCCCC3)CC2)c(C)c1 | -4
O=c1c2cc(NC(=S)N3CCC(N4CCCCC4)CC3)ccc2nc2n1CCCCC2 | 0
Cc1cc(C)cc(-n2nnc(C(=O)NCc3ccccc3)c2N)c1 | 0
c1ccc(-c2nccc(-c3ccc4c(c3)OCO4)n2)cc1 | 3
O=C(Cc1cn(-c2ccccc2)nc1-c1ccccc1)N1CCCCC1 | -2
CCOC12CC(C)(C)CC(C)(CC3=C1C(=O)CC(C)(C)C3)C2 (stereo not drawn) | 7
Cn1c(=O)[nH]c(=O)c2c1nc(NC1CCCCC1)n2Cc1ccccc1 | 1
COc1ccc(CC(=O)NCc2ccc3c(c2)cc(C)n3C)cc1OC | -1
O=C(CCCn1ncn2c(cc3occc32)c1=O)NCc1ccccc1F | 0
Cc1ccc(S(=O)(=O)N2CCCCC2C(=O)N2CCN(Cc3ccccc3)CC2)cc1 (stereo not drawn) | -2
Cn1nc(-c2ccc(Cl)cc2)c2cc(C(=O)N3CCOCC3)sc21 | -3
CCO[C@H]1OC(C(=O)NCc2nc3ccccc3[nH]2)=C[C@@H](c2ccccc2)[C@@H]1CCCO | 5
CN(Cc1cn(Cc2cccc(C(F)(F)F)c2)nn1)C1CN(Cc2cn(Cc3cccc(C(F)(F)F)c3)nn2)S(=O)(=O)C1 (stereo not drawn) | -1
CCCCNS(=O)(=O)/C=C/c1ccccc1CCNC(=O)OC(C)(C)C | 2
N/C(=N\OS(=O)(=O)c1ccc(Cl)cc1)c1cccnc1 | 6
Cc1ccc(SCCNS(=O)(=O)c2ccc(F)cc2)cc1 | 9
O=c1oc2ccccc2c(Nc2ccc(F)cc2)c1[N+](=O)[O-] | 0
CC1(c2cnc(Nc3ccccc3)s2)CCC(=O)O1 (stereo not drawn) | 4
CC1(c2nnc(Cc3ccccc3)o2)CC(c2ccc(F)cc2)=NO1 (stereo not drawn) | 0
CCOC(=O)[C@]12CCCC=C1N(CCCOC)C(=O)[C@@H]2CC(=O)NCc1ccc(C)o1 | -8
COc1cccc(/C=C/C(=O)OCC(=O)c2ccc(C)c(C)c2)c1OC | 0
O=C(NC(=S)Nc1cccc2[nH]ncc12)c1ccccc1 | -1
O=C(CSc1nnc(-c2cccnc2)n1-c1ccccc1)Nc1cccc2ccccc12 | 8
CC/C(=C\C(=O)c1ccncc1)Nc1ccc(O)cc1 | 2
Cc1ccc(O)c(N=Cc2ccc(C)s2)c1 | 3
CCO[C@H]1OC(C(=O)N2CCN(Cc3ccc4c(c3)OCO4)CC2)=C[C@@H](c2cn(C(C)=O)c3ccccc23)[C@@H]1CCCO | -1
CCOc1cc(C#N)c(NC(=O)Cn2nnc3ccccc32)cc1OCC | 1
CSCCCN1CCCC(CO)(Cc2ccc(F)cc2)C1 (stereo not drawn) | -2
CC(C)(C)NC(=O)NC(=O)CSc1cccc(C(F)(F)F)c1 | -2
C[C@H](CO)N1C[C@H](C)[C@@H](CN(C)S(=O)(=O)c2ccccc2C#N)OCc2cnnn2CCCC1=O | 0
COc1ccccc1NC(=O)CSc1nnc(-c2ccoc2C)n1CCc1ccccc1 | 3
COc1ccc(S(=O)(=O)N2CCOCC2)cc1NC(=O)CCNC(=O)c1ccc(Cl)cc1 | 0
Cc1ccccc1Nc1nc(N)nc(CN(C)c2ccccc2)n1 | 0

# Some of the entries above, reformatted:
Structure: CSCCCN1CCCC(CO)(Cc2ccc(F)cc2)C1 (stereo not drawn)
  TbREL1 primary: -2

Structure: COc1ccc(S(=O)(=O)N2CCOCC2)cc1NC(=O)CCNC(=O)c1ccc(Cl)cc1
  TbREL1 primary: 0

Structure: CC/C(=C\C(=O)c1ccncc1)Nc1ccc(O)cc1
  TbREL1 primary: 2

# Later entries.
smiles | TbREL1 primary
O=C1Nc2ccccc2C(=O)N2[C@H](c3ccccc3)[C@@H]3C(=O)N(Cc4ccccc4)C(=O)[C@@H]3[C@H]12 | -1
CNc1cc(Cl)nc(SC)n1 | 0
CCOc1ccc(CCNC(=O)c2ccc(C)c(S(=O)(=O)N3CCOCC3)c2)cc1OCC | -1
CC(=O)N1CCc2c1cccc2S(=O)(=O)NC(CC(C)C)C(=O)Nc1ccc(Cl)c(Cl)c1 (stereo not drawn) | -2
Cc1ccc(OCC(=O)Nc2ccc(-c3nc4ncccc4o3)cc2)c(C)c1 | -4
O=C(CSc1nncn1-c1ccccn1)Nc1ccccc1Cl | 5
CC(=O)Nc1ccc(NC(=O)CC2CCCC2)cc1 | -4
O=c1c2ccccc2n(Cc2ccccc2F)c(=O)n1Cc1ccccc1F | 4
Cc1cc(=O)c2cc(NC(=O)c3ccccc3Cl)ccc2[nH]1 | 1
CCCC(=O)Nc1nc(-c2ccccc2)c(CC)s1 | 2
Cc1ccc(CN2CC(C(=O)N(CC(C)C)c3c(N)n(Cc4ccccc4)c(=O)[nH]c3=O)CC2=O)cc1 (stereo not drawn) | 2
COc1ccc(-n2nnnc2SCC#CCO)cc1 | 7
CCC(=O)NC(=S)Nc1ccc(Cl)cn1 | -3
Cc1ccccc1-n1c(=O)cc(N2CCN(Cc3ccccc3)CC2)[nH]c1=O | -4
COc1ccc(C2Nc3ccccc3C(=O)N2Cc2ccccc2)cc1COc1ccc(NC(C)=O)cc1 (stereo not drawn) | -1
CSc1ccccc1NC(=O)CSCc1ccc(C)cc1 | 1
Cc1c(Br)cnn1C(C)C(=O)N1CCN(c2ccc(F)cc2)CC1 (stereo not drawn) | 4
O=C(O)COCC(=O)Nc1ccc(Oc2ncnc3cc(Cl)ccc23)nc1 | 0
Cc1ccc(N(CC(=O)Nc2cccc(N(C)S(C)(=O)=O)c2)S(C)(=O)=O)cc1 | -3
Cc1ccc(C(=O)N2CCCCCC2)cc1Br | 1
O=C(NCc1ccco1)c1ccc(Cn2c(=O)c3ccccc3n(Cc3ccc(Cl)cc3)c2=O)cc1 | 2
COC(=O)C1=C(C(=O)OC)[C@@H]2N(C)c3ccc(OC)cc3[C@@]23C[C@@H](C(=O)OC)N(S(=O)(=O)c2ccc([N+](=O)[O-])cc2)C3=N1 | 1
CCCC(C(=O)c1ccccc1)n1cncn1 (stereo not drawn) | 1
CCOc1cc2c(cc1OCC)C(c1ccc(OC)cc1)N(c1ccccc1)C(=O)C2 (stereo not drawn) | 1
CCCN1C(=O)c2ccc(C(=O)Nc3ccc4c(c3)OCO4)cc2C1=O | 2
COC(=O)c1cc(-c2ccc(OC)c(OC)c2)n[nH]1 | 0
CCO/C(C)=C1\C(=O)Nc2ccccc21 | 1
O=C(Nc1ccc(F)cc1)c1cc2c(s1)CCCC2 | 2
CC(=NN1CCN(Cc2ccccc2Cl)CC1)c1ccc(O)cc1 | -1
O=S(=O)(c1ccc(NC(=S)N/N=C/c2ccc(N3CCOCC3)cc2)cc1)N1CCOCC1 | 3
CC(=O)Nc1ccc(CN2C(=O)C(CCc3ccccc3)ON=C2c2cnccn2)cc1 (stereo not drawn) | 0
COc1ccc(NC(=O)c2cc(-c3cc(F)ccc3OC(C)C)n[nH]2)cc1OC | -1
COc1ccc2cc(C(=O)NCc3ccco3)c(=O)oc2c1 | -2
COc1cccc(OCC(O)CN2CCC(Cc3ccccc3)CC2)c1 (stereo not drawn) | 5
O=C(COC(=O)c1ccc2ncsc2c1)NC(=O)NCc1ccccc1 | 1
COc1ccc(NC(=O)CN(C)S(=O)(=O)c2ccc(Br)s2)cc1 | -2
N/C(=N\OC(=O)c1ccc(Cl)c(Cl)c1)c1ccccn1 | -1
CN(C(=O)CSC1=NC2C(N=N1)c1cc(Br)ccc1N2C)C1CCCCC1 (stereo not drawn) | -1
Cc1cccc(NC(=O)C2CCCN(S(=O)(=O)c3ccc4[nH]c(=O)ccc4c3)C2)c1 (stereo not drawn) | -3
CCc1nc2ccc(C(=O)NCCc3ccccn3)cn2c1N(C)Cc1cccs1 | -6
O=C(O)C1C2CCC(O2)C1C(=O)Nc1ccc(Cl)cc1F (stereo not drawn) | 1
COc1ccc(/C=N\NC(=O)c2ccc([N+](=O)[O-])c(C)c2)cc1COc1ccccc1C(N)=O | -1
Cc1cccc(C)c1NC(=O)Cn1c(=O)n(CCCC(=O)NC2CCN(Cc3ccccc3)CC2)c(=O)c2ccccc21 | 1
C=CCCC(=O)N[C@H]1CC[C@@]23CCCN2C(=O)CCC[C@H]3[C@H]1CCC | 1
NS(=O)(=O)c1ccc(NC(=S)N2CCC(O)CC2)cc1 | -2
CCC(CC)C(=O)N(C)c1c(C)nc2c(OCCOc3ccccc3)cccn12 | -1
Cc1nc(N2CCOCC2)[nH]c(=O)c1CCC(C)C | 0
CCOc1ccc(NC(=O)CN(C)C(=O)CC2CCCC2)cc1OCC | 0
CCNC(=S)NNc1ccccc1 | -1
Cc1ccc(CN2CCN(Cc3cccn3-c3nccs3)CC2CCO)cc1 (stereo not drawn) | -4
CCCC1CCC2(CC1)CCC2OC(=S)Nc1ccc(N(C)C)cc1 (stereo not drawn) | -5
COc1cc(OC)cc(C2=Cc3ccccc3C(CC(=O)c3ccco3)N2c2ccc(-c3cncnc3)cc2)c1 (stereo not drawn) | -1
Cc1ccnc(NC(=S)N2CCC(Nc3cccc(C(F)(F)F)c3)CC2)c1 | 0
Fc1ccccc1N=C1NN=C(c2ccccc2)CS1 | 2
c1csc(CNc2ncnc3ccc(-c4ccc5c(c4)OCO5)cc23)n1 | -4
Cc1cccc(C)c1OCC(=O)N/N=C/c1ccc2c(c1)OCO2 | -1
COCC(C)n1c(COc2ccccc2F)nnc1SCc1c(C)noc1C (stereo not drawn) | -1
NC(=O)CC(NC(=O)c1ccccc1)c1ccc(N2CCc3ccccc3C2)c([N+](=O)[O-])c1 (stereo not drawn) | 1
COc1ccc(CC(=O)OCC(=O)N2CCc3ccccc32)cc1OC | -2
COc1ccc(N2C(=O)CC(Nc3ccc(C)cc3)C2=O)cc1 (stereo not drawn) | -5

# Individual results from the results shown.
# Under TbREL1 primary, COc1ccc(N2C(=O)CC(Nc3ccc(C)cc3)C2=O)cc1 (stereo not drawn) shows -5
# Under TbREL1 primary, NC(=O)CC(NC(=O)c1ccccc1)c1ccc(N2CCc3ccccc3C2)c([N+](=O)[O-])c1 (stereo not drawn) shows 1
# Under TbREL1 primary, COc1ccc(CC(=O)OCC(=O)N2CCc3ccccc32)cc1OC shows -2

# Additional compounds follow.
smiles | TbREL1 primary
CCOc1ccc(Nc2oc(-c3ccc(Cl)cc3)nc2C#N)cc1 | 1
O=C(O)c1ccn2c(C(=O)c3ccccc3)c(-c3ccccc3)cc2c1 | -1
O=C(Oc1ccc(/C=N/NC(=O)c2ccccc2O)cc1)c1ccccc1 | -2
CC(=O)c1c(C)nc2ccc(C)cc2c1-c1ccccc1 | 0
COc1cc(C(=O)NCC(=O)NCC2COc3ccccc3O2)cc(OC)c1OC (stereo not drawn) | -1
COc1ccc(-c2nnc(SCc3cccc(F)c3)n2-c2ccccc2)cc1 | 4
CN1CCCN(S(=O)(=O)c2ccc3ccccc3c2)CC1 | 5
CC(=O)NCCn1c(SCC(=O)c2ccc(Cl)cc2)nc2ccccc2c1=O | -1
O=C1NCCN1C(=O)c1cccc(Cl)c1 | 0
Cn1nc(-c2ccccc2)c(CN2CCN(c3ncccn3)CC2)c1Cl | -2
CCOc1ccc(CCNC(=O)CS(=O)Cc2nc(-c3ccccc3C)oc2C)cc1OCC (stereo not drawn) | 0
CCCCn1c(N)c(N(CCOC)C(=O)COc2ccc(C(C)=O)cc2)c(=O)[nH]c1=O | -3
OCC1(Cc2ccc(Cl)cc2)CCN(Cc2ccc(F)c(F)c2)CC1 | 0
C=CCOC(=O)C1=C[C@H](C2CCCCC2)C[C@H](OCc2ccc(CO)cc2)O1 | -1
C=CCc1c(C)nc(C)nc1N/N=C/c1ccc(N(C)C)cc1 | -6
O=C(N/N=C/c1cccc(C(F)(F)F)c1)C1CCN(c2ncc(C(F)(F)F)cc2Cl)CC1 | 6
Cc1ccc2cc(C3CC(c4cccs4)=NN3S(C)(=O)=O)c(Cl)nc2c1 (stereo not drawn) | 0
CC(=O)c1ccc(NC(=O)Cn2cnc(S(=O)(=O)N3CCC(C)CC3)c2)cc1 | -1
CCOC(=O)[C@]12CCCC=C1N(Cc1ccc(OC)cc1)C(=O)[C@@H]2CC(=O)NCCCCc1ccccc1 | 1
CCn1nccc1C(=O)NC1=C(C#N)CCC1 | -1
CC1(C)Oc2ccc(C(=O)NCCCN3CCCC3)cc2NC1=O | 2
Cc1ccc(CNC(=O)CN(C(=O)C2(C)CC(=O)N=C3C=CC=CN32)c2ccc(F)cc2)cc1 (stereo not drawn) | 1
COc1ccc(CCN2CC(C(=O)OC(C)C(=O)Nc3cccc(Cl)c3)CC2=O)cc1OC (stereo not drawn) | 4
CCC(=O)Nc1nc2nc(-c3ccccc3)cc(-c3ccccc3)n2n1 | 0
Cc1ccc(CCNC(=O)CCNS(=O)(=O)c2ccc3c(c2)c(=O)n(C)c(=O)n3C)cc1 | -2
O=C(COC(=O)c1cccc(O)c1)Nc1nnc(-c2ccccc2)o1 | 5
S=C(NCCCc1cnc[nH]1)NCCCN(Cc1ccccc1)c1ccc(Br)cn1 | -4
Cc1cccnc1NC(=O)c1ccc([N+](=O)[O-])o1 | 0
O=C(COC(=O)C(O)C(O)C(=O)OCC(=O)c1ccc(C(F)(F)F)cc1)c1ccc(C(F)(F)F)cc1 (stereo not drawn) | 3
O=C1CCCc2c1[nH]c1ccc(Br)cc21 | -5
COc1ccc(C(=O)NNC(=O)Nc2ccc(C)cc2)cc1 | 0

# Screening results deposited in PubChem BioAssay by The Scripps Research Institute Molecular Screening Center.

# Some of the compounds tested, so the mix of outcomes need not match the whole.
